FLuc counter: qHTS profiling assay for firefly luciferase inhibitor/activator using purifed enzyme and Km concentrations of substrates (counterscreen for miR-21 project). AID 588342, 2011. Luciferin 4-monooxygenase (Photinus pyralis), P08659. purified FLuc, Km substrates, luminescence inhibition. 360,000 tested, 6.9% active. Potency, µM (series often up to 57.5 µM), for the others: at the highest dose activity change, negative = inhibition, actives largely listed as inhibitors;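 also: plate controls were vehicle for no effect and reference inhibitor for full effect; nearly all actives have a fitted effect of over 55% in size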
Target sequence (P08659 whole entry, looked up): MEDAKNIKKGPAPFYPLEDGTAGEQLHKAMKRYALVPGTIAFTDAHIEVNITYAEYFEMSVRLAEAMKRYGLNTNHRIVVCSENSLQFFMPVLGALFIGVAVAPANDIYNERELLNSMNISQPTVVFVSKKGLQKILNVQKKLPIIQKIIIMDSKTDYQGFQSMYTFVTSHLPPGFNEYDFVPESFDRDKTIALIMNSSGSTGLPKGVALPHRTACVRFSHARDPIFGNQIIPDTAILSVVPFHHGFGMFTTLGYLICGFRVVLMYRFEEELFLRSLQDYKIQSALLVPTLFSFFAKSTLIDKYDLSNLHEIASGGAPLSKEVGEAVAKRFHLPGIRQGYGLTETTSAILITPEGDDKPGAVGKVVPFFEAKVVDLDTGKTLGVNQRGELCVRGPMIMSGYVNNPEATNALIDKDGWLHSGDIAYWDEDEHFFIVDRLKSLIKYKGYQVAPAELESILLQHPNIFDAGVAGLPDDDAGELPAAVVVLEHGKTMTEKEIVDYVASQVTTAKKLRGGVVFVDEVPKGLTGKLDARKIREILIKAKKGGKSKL
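Biochemical qHTS of compounds, final roughly 60 µM downward over six points, against 10 nM purified firefly luciferase using Km concentrations of substrates (10 uM D-luciferin, 10 uM ATP) in Tris acetate pH 7.5 buffer; luminescence output.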
MLL CXXC-DNA inh: qHTS Fluorescence Polarization Assay for Inhibitors of MLL CXXC domain - DNA interaction | AID 2662, 2010 | Potency, µM (doses to about 115 µM), for the others: at the top dose activity change, negative = inhibition, hits mostly inhibitors | MLL-CXXC / FITC-HOXA9 DNA fluorescence polarization | 290,000 tested, 0.037% active; active = well fitted inhibition curve with a large enough effect in the polarisation, with a control signal flat, not every such curve was filed as active; inconclusive = small, poorly fitted or top-dose-only effect, or effect the other way, or a change in a side signal; inactive = no such curve, though single readings can be large or run the other way; the % refers to the polarisation
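Purified MLL-CXXC (added from a 7 uM solution) was preincubated 5 min at ambient with pinned compounds in 50 mM Tris-HCl pH 7.5, 50 mM NaCl, 1 mM DTT, 0.05% BSA. Fluorescein-labeled HOX-A9 DNA (50 nM solution) followed, 30 min, then polarization read.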
RORg inh: qHTS for inhibitors of ROR gamma transcriptional activity. AID 2551, 2010. Drosophila S2 Gal4-RORgamma UAS-luciferase reporter, 20 h. Nuclear receptor ROR-gamma (Mus musculus), P51450. 310,000 tested, 5.4% active. Potency, µM (top dose mostly 53.6 µM), without a hit: at the highest dose activity change, negative = inhibition, hits mostly inhibitors; also: % is scaled to controls: 0 for no effect and ±100 for the full control effect; nearly all actives have a fitted effect of over 60% in size
Target sequence (P51450 whole entry, looked up, the tested form may be a part): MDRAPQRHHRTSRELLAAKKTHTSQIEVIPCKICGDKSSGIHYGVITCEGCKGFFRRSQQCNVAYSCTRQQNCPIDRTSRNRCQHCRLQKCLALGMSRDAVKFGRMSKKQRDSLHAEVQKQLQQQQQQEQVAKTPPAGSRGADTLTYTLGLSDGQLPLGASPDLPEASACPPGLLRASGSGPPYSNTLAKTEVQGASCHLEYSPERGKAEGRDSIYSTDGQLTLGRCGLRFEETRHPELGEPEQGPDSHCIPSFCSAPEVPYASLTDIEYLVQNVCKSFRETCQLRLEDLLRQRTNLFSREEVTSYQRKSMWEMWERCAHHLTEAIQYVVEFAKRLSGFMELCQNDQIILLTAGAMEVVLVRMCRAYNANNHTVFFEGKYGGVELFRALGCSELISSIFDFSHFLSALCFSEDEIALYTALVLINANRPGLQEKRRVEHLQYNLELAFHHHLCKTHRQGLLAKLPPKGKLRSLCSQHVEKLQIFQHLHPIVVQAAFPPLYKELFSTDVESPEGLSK
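Luminescence from a UAS-regulated Photinus luciferase reporter in stably transfected Drosophila Schneider cells is measured; decreased signal marks ROR gamma inhibition. Fusion expression is induced by 700 uM copper sulfate for 20 hr.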
MBNL1 CUG block: qHTS Assay for Inhibitors of MBNL1-poly(CUG) RNA binding. 280,000 tested, 0.036% active. TR-FRET MBNL1-His/biotin-(CUG)12 binding, 665/545 ratio. AID 2675, 2010. Potency, µM (titrated, usually from 57.5 µM), for inactives: top-dose activity change, negative = inhibition, hits mostly inhibitors; active = well fitted inhibition curve with a large enough effect in the signal ratio, with a control signal flat, not every such curve was filed as active; inconclusive = small, poorly fitted or top-dose-only effect, or effect the other way, or a change in a side signal; inactive = no such curve, though single readings can be large or run the other way; the % refers to the signal ratio; also: % is scaled to controls: 0 for no effect and ±100 for the full control effect
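His-tagged MBNL1 binding to biotinylated (CUG)12 RNA was measured by TR-FRET using terbium anti-His antibody (0.055 ng/ul final) and streptavidin-XL665 (5 nM final). Compounds were titrated 92 nM to 58 uM; 60 min at room temperature.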
ELG1 genotoxic: qHTS screen for small molecules that induce genotoxicity in human embryonic kidney (HEK293T) cells expressing luciferase-tagged ELG1 | HEK293T ELG1-luciferase reporter, luminescence, 16 h | Potency, µM (titrated, usually from 46 µM), inactives show at the top dose activity change, positive = activation, usual class: activators | 330,000 tested, 1.3% active | AID 504466, 2011; also: % of control where 0% means no effect; nearly all actives have a fitted effect of over 60% in size
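HEK293T cells expressing luciferase-tagged ELG1 were exposed to compound or DMSO vehicle for 16 hr at 37 °C and 5% CO2. Luciferase activity was then measured with ONE-Glo after 30 min at room temperature.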
NPC1 prom act: qHTS Assay for NPC1 Promoter Activators | Huh7 NPC1 promoter luciferase reporter, 24 h | 320,000 tested, 2.4% active | Potency, µM (doses to about 9.22 µM), without a hit: top-dose activation, usual class: activators;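 also: % of control where 0% means no effect; nearly all actives have a fitted effect of over 60% in size; reporter is driven by a mutant NPC1 promoter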
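Luminescence from an NPC1 promoter-driven luciferase reporter in stably transfected Huh7 cells was measured after 24 h compound treatment at 37 °C, followed by 10 min ambient incubation with luciferase detection reagent.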
uPA generation: qHTS for Inhibitors of Cell Surface uPA Generation | cell surface uPA generation assay, qHTS | 330,000 tested, 0.31% active | Potency, µM (highest dose often 38.3 µM), without a hit: at the top dose activity change, negative = inhibition, usual class: inhibitors; active = well fitted inhibition curve with a large enough effect; inconclusive = small, poorly fitted or top-dose-only effect; inactive = no such curve, though single readings can be large or run the other way; tested in mouse RAW 264.7 cells; also: % is scaled to controls: 0 for no effect and ±100 for the full control effect; nearly all actives have a fitted effect of over 55% in size
BRCA1 expr act: qHTS Assay to Identify Small Molecule Activators of BRCA1 Expression. MCF7-BRCA1-FFLuc reporter, luminescence, 48 h; response scale: scaled: vehicle 0%, 10 µM genistein 100%. Potency, µM (highest dose often 46.1 µM), inactives show at the top dose activation, hits mostly activators. 380,000 tested, 1.1% active. AID 624202, 2012; also: nearly all actives have a fitted effect of over 80% in size; some results filed as inactive show a strong effect at the top dose
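First, MCF7-BRCA1-FFLuc cells (2000/well) attach for 2 h; next, compounds are pin-added and incubated 48 h at 37 °C; finally, luciferase reagent is added and luminescence read after 15 min.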
Gal4-VP16 FLuc: VP16 counterscreen qHTS for inhibitors of ROR gamma transcriptional activity | Drosophila S2 Gal4-VP16 UAS-luciferase, luminescence, 20 h | Potency, µM (titrated, usually from 53.6 µM), for inactives: at the top dose activity, negative = inhibition, most hits filed as inhibitors | 310,000 tested, 3.5% active | AID 2546, 2010;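 also: Gal4-VP16 expression switched on by copper sulfate through the metallothionein promoter; % is scaled to controls: 0 for no effect and ±100 for the full control effect; nearly all actives have a fitted effect of over 50% in size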
Rab9 prom act: qHTS Assay for Rab9 Promoter Activators; AID 485297, 2010; Huh7 Rab9 promoter-luciferase reporter, luminescence, 24 h; Potency, µM (series often up to 9.22 µM), without a hit: top-dose activation, negative = inhibition, hits mostly activators; 320,000 tested, 2.8% active; also: % of control where 0% means no effect; nearly all actives have a fitted effect of over 60% in size
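Huh7 reporter line, Rab9 promoter upstream of luciferase. Compound exposure 24 h at 37 °C in reduced-serum medium with 10% FBS. Read-out: luminescence.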
p53 reactivation: qHTS assay for re-activators of p53 using a Luc reporter. H1299 p53-A138V BP100-luciferase reporter, luminescence, 24 h. Potency, µM (series often up to 92.2 µM), inactives show at the top dose activity change, positive = activation, most hits filed as activators. 320,000 tested, 0.063% active; also: % of control where 0% means no effect; nearly all actives have a fitted effect of over 45% in size
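p53-null H1299 cells stably carrying temperature-sensitive p53-A138V and a BP100-luciferase reporter were pinned with compounds (4-point, 1:5 series) and held 24 hrs at 37 deg C. Luminescence was read 10 min after detection reagent.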
Active calls of the source: *; ? = inconclusive; nt = no result given; & = joins results of further samples; [ ] = dose if it differs, or a comment. Unless noted, calls follow the shape of the dose curve; as a rule, active = well fitted curve in the direction sought with a large enough effect; inconclusive = small, poorly fitted or top-dose-only effect, or another doubt; inactive = no such curve, though single readings can be large; an effect the other way counts as inactive or inconclusive. Potency is read from the fitted curve at half-maximal effect. This is a subset; count on the stated rates, not on these rows.

SMILES	FLuc counter	MLL CXXC-DNA inh	RORg inh	MBNL1 CUG block	ELG1 genotoxic	NPC1 prom act	uPA generation	BRCA1 expr act	Gal4-VP16 FLuc	Rab9 prom act	p53 reactivation
N/C(=N\N=C\c1ccc(O)cc1O)N[N+](=O)[O-]	-3%	10%	?	?	12%	-1%	-2%	-26%	-9%	-1%	3%
O=C1CN=C(c2ccc(Br)cc2)c2c(sc3c2CCCC3)N1CCN1CCCCC1	-1%	-9%	-35%	-1%	-5%	-3%	23%	-34%	12%	-4%	2%
COc1cc(/C=N/NC(=O)c2cnccn2)cc(OC)c1OC	3%	-6%	0%	?	7%	3%	1%	-4%	0%	-1%	-5%
CCCCn1c(=O)c(C(=O)Nc2ccccn2)c(O)c2ccccc21	1%	7%	-16%	3%	-6%	-4%	-3%	-11%	7%	1%	nt
CC(C)(C#CCCCCC#CC(C)(C)[N+](C)(C)C)[N+](C)(C)C	2%	-5%	4%	-17%	2%	-5%	nt	nt	-13%	0%	9%
Cc1ccc(CN2CCCC(C(=O)c3sccc3C)C2)o1 (configuration not stated)	1%	-4%	-18%	1%	-4%	-1%	-1%	-15%	-11%	2%	-2%
COC(=O)C[C@]1(C(=O)OC)CN(C#N)N(c2ccc(Cl)cc2)C12c1ccccc1-c1ccccc12	2%	14%	5.6µM*	8%	-11%	-39%[inhibitor]	-14%	nt	3.2µM*	-33%[inhibitor]	-38%[inhibitor]
C[C@H]1CC[C@@H]2N(C1)C[C@H]1[C@@H]3C[C@H]4[C@@H](CC(=O)[C@H]5C[C@@H](O)CC[C@@]54C)[C@@H]3CC[C@H]1[C@]2(C)O	1%	2%	0%	-6%	0%	2%	-2%	-12%	1%	-5%	1%
CC(C)CC(=O)Nc1ccc(S(=O)(=O)N2CC3CC(C2)c2cccc(=O)n2C3)cc1 (configuration not stated)	0%	nt	nt	nt	0%	0%	-3%	3%	nt	-6%	-6%
CCOC(=O)C(O)(c1ccc(NC(=S)NC(=O)c2ccc(Cl)cc2Cl)cc1)C(F)(F)F (configuration not stated)	3%	2%	6.3µM*	-18%	5%	-4%	-2%	-66%	10µM*	-7%	21%
C=CCOC(=O)C1=C(C)OC(N)=C(C#N)[C@@]12C(=O)N(CC(N)=O)c1ccccc12	2%	-2%	-11%	-14%	-1%	-1%	5%	-5%	-2%	2%	5%
CCCC(C)C1(CC)C(=O)NC(=Nc2ccc(OC)cc2)NC1=O (configuration not stated)	4%	2%	2%	-21%	-3%	-3%	1%	-23%	-7%	-1%	-9%
COc1cc(CN2CC3CC(C2)c2cccc(=O)n2C3)cc(OC)c1OC (configuration not stated)	0%	0%	0%	-7%	-1%	0%	-10%	0%	5%	0%	6%
Nc1ccc(C2(c3ccc(N)cc3)CCCCC2)cc1	-8%	18%	20%	-8%	-2%	4%	-4%	27%	?	6%	-3%
NP(=O)(OCCCc1ccccc1)Oc1ccccc1Cl (configuration not stated)	1%	1%	-18%	-5%	1%	-4%	-1%	0%	-18%	-2%	15%
CCC(=NCCO)c1c(O)n(C2CCCCC2)c(=O)[nH]c1=O	3%	2%	9%	0%	1%	6%	1%	-13%	-1%	0%	-1%
Cc1cc(OCC(=O)N2CCC(C(N)=O)CC2)c2c3c(c(=O)oc2c1)CCCC3	0%	-2%	-7%	0%	-2%	0%	10%	10%	-1%	-2%	9%
C=CCn1c(O)c(C(C)=Nc2cc(OC)ccc2OC)c(=O)[nH]c1=O	0%	24%	-26%	5%	23µM*	-3%	3%	3%	-3%	15%	17%
CCSc1nnc(C(N)Cc2ccccc2)o1 (configuration not stated)	0%	3%	5%	-1%	0%	-4%	0%	-4%	-9%	-11%	-4%
CSc1cccc(CNC(=O)C2CCC(=O)N(Cc3cccc(C(F)(F)F)c3)C2)c1 (configuration not stated)	17µM*	12%	10%	-8%	?	?	-5%	?	?	?	11%
NNCc1cccc(O)c1	2.7µM*	5%&58%	-11%	7%	6%	-1%	-6%	3%	2%	-1%	?
Cc1ccccc1NC(=O)Oc1cccc(OC(=O)c2ccccc2)c1	?	100%[activator]	7%	-8%	-2%	-3%	-15%	6%	2%	-9%	2%
CCCCn1c(=O)c(C(=O)Nc2cnccn2)c(O)c2ccccc21	7%	-3%	34%	17%	-7%	1%	1%	-56%	-14%	0%	-4%
CC12CCCCC1=NC(c1ccc(Br)cc1)N2O (configuration not stated)	-1%	6%	-3%	8%	-3%	5%	nt	3%	-3%	11%	-2%

Profiles, quoted from the list. Values in the order: FLuc counter, MLL CXXC-DNA inh, RORg inh, MBNL1 CUG block, ELG1 genotoxic, NPC1 prom act, uPA generation, BRCA1 expr act, Gal4-VP16 FLuc, Rab9 prom act, p53 reactivation
Listed for C=CCn1c(O)c(C(C)=Nc2cc(OC)ccc2OC)c(=O)[nH]c1=O : 0%, 24%, -26%, 5%, 23µM*, -3%, 3%, 3%, -3%, 15%, 17%
Listed for CC12CCCCC1=NC(c1ccc(Br)cc1)N2O (configuration not stated) : -1%, 6%, -3%, 8%, -3%, 5%, nt, 3%, -3%, 11%, -2%

(cont.)
SMILES	FLuc counter	MLL CXXC-DNA inh	RORg inh	MBNL1 CUG block	ELG1 genotoxic	NPC1 prom act	uPA generation	BRCA1 expr act	Gal4-VP16 FLuc	Rab9 prom act	p53 reactivation
CCOC(=O)C1(c2ccccc2)CCN(CCC(=O)Nc2ccc(F)cc2)CC1	nt	nt	nt	nt	-3%	0%	-34%	3%	nt	1%	-12%
C=CCn1c(O)c(C(CC)=NCc2ccco2)c(=O)[nH]c1=O	-2%	-7%	-8%	0%	?	2%	-5%	-32%	-3%	0%	-6%
O=C(c1cccn2c(=O)c3ccc(Cl)cc3nc12)N1CCC2(CC1)OCCO2	-1%	9%	0%	14%	1%	-1%	9%	-6%	-1%	2%	-29%
COc1ccc(O)c2c(=O)c3c(OC)cc4c(c3oc12)C1C=COC1O4 (configuration not stated)	-2%	-2%	0.71µM*	-8%	-6%	-29%	nt	-72%	?	-36%[inhibitor]	3%
CCC/C=N/O	5%	nt	5%	nt	-3%	-1%	1%	13%	2%	-6%	-1%
Cc1ccc2c(c1)C1CN(C)CCC1N2C(=O)c1ccco1 (configuration not stated)	0%	-1%	-1%	-5%	1%	17%	-1%	5%	0%	9%	-2%
CCOC(=O)c1c(/N=C/c2c(O)n(-c3ccc(F)cc3)c(=S)[nH]c2=O)sc2c1CCCC2	0%	?	16%	3%	-1%	-1%	-5%	-12%	2%	1%	7%
O=C1NC(=O)N(c2ccccc2)C(=O)/C1=C\c1ccc2c3c(cccc13)CC2	-19%	?	2%	34%[activator]	5%	-4%	nt	nt	6%	-2%	-14%
CN1C(=O)CN=C(c2ccccc2Cl)c2cc(Br)ccc21	-2%	13%	-25%	4%	2%	-4%	3%	-16%	-1%	0%	nt
Oc1ccc(-[n+]2c(-c3ccccc3)cc(-c3ccccc3)cc2-c2ccccc2)cc1	7%	nt	nt	nt	-6%	-35%[inhibitor]	?	-72%	nt	-39%[inhibitor]	-18%
Nc1cc(N2CCNCC2)c([N+](=O)[O-])cc1Cl	1%	28%	-3%	?	2%	-1%	2%	-9%	7%	-1%	9%
O=c1[nH]c(=S)n(Cc2ccc(F)cc2)c(O)c1/C=N/N1CCCCCC1	0%	?	?	-12%	1%	0%	1%	-1%	?	1%	0%
COc1cc(NS(=O)(=O)c2ccc(NC(=S)NC(=O)CC(C)C)cc2)nc(OC)n1	0%	-13%	?	0%	9%	1%	2%	0%	-9%	6%	-10%
c1ccc2c(c1)CSc1ccccc1C2C1=NCCN1 (configuration not stated)	1%	-4%	-6%[10 µM]	nt	-4%	-2%	-6%	nt	-4%	-4%	-4%
COc1cc(OC)c2c(-c3cccc(-c4ccc(N(C)C)cc4)c3)cc(=O)oc2c1	nt	nt	-5%	nt	2.6µM*	nt	1µM*	-32%	-12%	nt	?

Some values from above.
`COc1cc(NS(=O)(=O)c2ccc(NC(=S)NC(=O)CC(C)C)cc2)nc(OC)n1` in Gal4-VP16 FLuc is entered as -9%
`CCOC(=O)C1(c2ccccc2)CCN(CCC(=O)Nc2ccc(F)cc2)CC1` in BRCA1 expr act is entered as 3%
`CCC/C=N/O` in NPC1 prom act is entered as -1%

Screening data: PubChem, National Center for Advancing Translational Sciences (NCATS)
